Screening data from PubChem.
Hsp70 activator: transcriptional activators of Hsp70. HeLa Hsp70 promoter luciferase reporter, luminescence; scaled: vehicle 0, proteasome-inhibitor control 100%. activation, % at 10 µM. hit rate 0.04% among 200,000. AID 1203;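 active = activation above the mean across all tested compounds plus 3 SD, cutoff set per campaign, cut at about 5.5% in these data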;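 note: 100% = MG132 at 30 µM as the positive control and 0% = DMSO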
HMGR II inh: blocks class II HMG-CoA reductase of Enterococcus faecalis. AID 1066. hit rate 0.41% among 190,000. purified E. faecalis HMGR, NADPH absorbance 340 nm kinetic. inhibition, % at 10 µM;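 active = inhibition above a set limit, the median over all tested compounds plus 3 SD, cut at about 9.5% in these data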;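 note: enzyme runs in reverse so mevalonate oxidation gives rising NADPH absorbance; 0% = complete reaction with DMSO and 100% = background rate lacking mevalonate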
APP 5'UTR act: activates APP 5'UTR luciferase reporter. SH-SY5Y APP 5'UTR luciferase reporter, luminescence; zero percent = DMSO vehicle wells. activation, % at 2 µM. AID 1276. hit rate 1% among 190,000;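 active = activation above a set limit, based on mean plus 3 SD of controls, cut at about 140% in these data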; note: values of inactives mirror those of a sister screen read the other way
Starred values were filed as active, the others as inactive; . = not tested or not shown; & = joins results of further samples. Only part of the results is shown (hit frequency here may not be typical).

SMILES	Hsp70 activator	HMGR II inh	APP 5'UTR act
COc1ccccc1OCCNCC(O)COc1cccc2[nH]c3ccccc3c12 (stereo not drawn)	-0.1&-0.5	-1&-2	.
Cn1c(=O)c2c(ncn2CCO)n(C)c1=O	0.1	4	-4
